L3MBTL1 block = inhibitors of human L3MBTL1; AlphaScreen L3MBTL1–H3K9me1 peptide binding; Q9Y468; actives 0.66% (n = 230,000); Potency, µM (highest dose often 57.1 µM), without a hit: at the highest dose activity, negative = inhibition, hits mostly inhibitors; active = well fitted inhibition curve with a large enough effect; inconclusive = small, poorly fitted or top-dose-only effect; inactive = no such curve, though single readings can be large or run the other way; also: nearly all actives have a fitted effect of over 60% in size
Target sequence (Q9Y468 whole entry, looked up): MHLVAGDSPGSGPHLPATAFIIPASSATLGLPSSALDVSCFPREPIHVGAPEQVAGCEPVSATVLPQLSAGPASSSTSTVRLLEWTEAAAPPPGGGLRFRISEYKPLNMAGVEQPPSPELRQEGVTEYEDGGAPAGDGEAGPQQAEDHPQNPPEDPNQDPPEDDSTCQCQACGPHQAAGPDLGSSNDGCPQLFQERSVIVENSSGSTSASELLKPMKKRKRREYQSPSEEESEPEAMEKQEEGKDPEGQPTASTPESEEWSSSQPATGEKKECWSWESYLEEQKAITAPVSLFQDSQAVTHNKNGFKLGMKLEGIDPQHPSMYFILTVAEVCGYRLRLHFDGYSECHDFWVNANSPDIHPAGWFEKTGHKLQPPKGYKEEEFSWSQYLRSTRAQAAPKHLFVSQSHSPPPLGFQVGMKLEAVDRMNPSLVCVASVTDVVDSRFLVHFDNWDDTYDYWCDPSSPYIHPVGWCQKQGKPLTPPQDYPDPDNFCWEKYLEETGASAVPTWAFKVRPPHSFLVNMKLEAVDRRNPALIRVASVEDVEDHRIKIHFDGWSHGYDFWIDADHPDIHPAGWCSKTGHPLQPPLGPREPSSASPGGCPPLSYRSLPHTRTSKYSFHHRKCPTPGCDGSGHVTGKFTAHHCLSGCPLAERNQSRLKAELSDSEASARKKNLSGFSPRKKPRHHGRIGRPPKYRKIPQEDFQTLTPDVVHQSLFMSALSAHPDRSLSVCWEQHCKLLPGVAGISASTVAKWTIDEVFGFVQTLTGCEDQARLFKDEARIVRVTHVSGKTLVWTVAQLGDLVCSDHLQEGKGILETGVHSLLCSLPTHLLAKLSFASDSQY
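Displacement of a biotinylated histone H3(1-15) peptide monomethylated at Lys9 (75 nM) from L3MBTL1 (50 nM) was measured by AlphaScreen after a 30 min room-temperature compound incubation; cefsulodin titration served as intraplate control.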
An asterisk follows results filed as active; ? = inconclusive; [ ] = dose if it differs, or a comment. % is scaled to controls: 0 for no effect and ±100 for the full control effect; potency is read from the fitted curve at half-maximal effect. A portion of the library; the hit share may differ from the screen's.

SMILES	L3MBTL1 block
CC[C@]12c3[nH]c4ccccc4c3CCN1C(=O)C(CC(=O)NCCN1CCOCC1)C[C@@H]2C(=O)N1CCN(C(=O)C2CC2)CC1 (some centres not stated)	8.3%
Cc1ccc(NC(=O)CN(C)C(=O)c2ccc(Sc3nncn3C)c([N+](=O)[O-])c2)cc1	1.8%
Cc1ccc(NCC(=O)c2ccc(C)cc2)cc1	-7.2%
O=C(COC(=O)c1ccco1)Nc1ccc([N+](=O)[O-])cc1Cl	-5.2%
O=C(CSc1nc(C(F)(F)F)cc(=O)[nH]1)N1CCC(Cc2ccccc2)CC1	-28.4%
Cc1cc(C(=O)NN=C2CC(=O)CC(C)(C)C2)c(C)o1	2.3%
CCN(C[C@H]1N[C@@](C)(C(=O)OC)[C@H]2C(=O)N(Cc3ccccc3)C(=O)[C@@H]12)C(=O)Nc1ccc(Cl)cc1	6.9%
CON(C)C(=O)CC(CNC(=O)OC(C)(C)C)c1ccc(Cl)cc1 (configuration not stated)	6.7%
CCn1nccc1C(=O)Nc1cccc(C)c1C	25.7%
COc1cccc(CNC(=O)CS(=O)(=O)Cc2nc(-c3ccc(C)cc3)oc2C)c1OC	?
CSCCC(=O)NC1CC(C)(C)Cc2c1cnn2-c1ccccc1C (configuration not stated)	8.0%
COc1ccc(Cl)cc1NC(=O)COC(=O)Cc1cccs1	9.8%
CCCCNC(=O)c1ccc(NC(=O)CC2SC(N3CCCC3)=NC2=O)cc1 (configuration not stated)	2.0%
CC(NC(=O)CN1C(=O)NC2(CCc3ccccc32)C1=O)c1ccc2c(c1)OCCO2 (configuration not stated)	-0.3%
C=CCc1cc(S(=O)(=O)c2ccc(O)c(CC=C)c2)ccc1O	1.9%
CCOc1ccc(OCc2ccc(C(=O)N(C)c3ccccc3)o2)cc1	-0.5%
COc1ccc2ccc(OC)c(/C=N/n3cnnc3)c2c1	1.6%[2.29 µM]
COc1cccc(C2(C)NC(=O)N(CC(=O)c3cc(C)n(C4CC4)c3C)C2=O)c1 (configuration not stated)	-1.0%
CCN(CC)C(=O)[C@H]1CC(CC(=O)NCCCn2ccnc2)C(=O)N2CCc3c([nH]c4ccccc34)[C@]12C (some centres not stated)	-3.2%
COc1ccccc1C(=O)NCC(=O)NCCCN1CCOCC1	-4.1%
O=c1cccc2c1c1cc[nH]c3ccc(=O)n2c31	-0.7%
C=CCc1cc(C)ccc1OCCOCCN1CCN(C)CC1	-14.3%
CCOn1c(=O)c(-c2cc(OC)ccc2OC)[n+]([O-])c2ccccc21	7.7%
COc1cccc(OCC(O)CNC2CCCC2)c1 (configuration not stated)	-3.2%
O=C(c1ccc2n[nH]nc2c1)N1CCN(c2ccc(C(F)(F)F)cn2)CC1	-3.0%

4 compounds from above, ordered by the number in L3MBTL1 block, descending:
SMILES	L3MBTL1 block
CCn1nccc1C(=O)Nc1cccc(C)c1C	25.7%
CCN(C[C@H]1N[C@@](C)(C(=O)OC)[C@H]2C(=O)N(Cc3ccccc3)C(=O)[C@@H]12)C(=O)Nc1ccc(Cl)cc1	6.9%
C=CCc1cc(S(=O)(=O)c2ccc(O)c(CC=C)c2)ccc1O	1.9%
COc1cccc(C2(C)NC(=O)N(CC(=O)c3cc(C)n(C4CC4)c3C)C2=O)c1 (configuration not stated)	-1.0%

The list goes on:
SMILES	L3MBTL1 block
O=C(Nc1ccc(F)cc1)C1CCCN(S(=O)(=O)c2ccc3[nH]c(=O)ccc3c2)C1 (configuration not stated)	0.1%
O=C(CN1CCCSc2ccccc21)N1CCN(S(=O)(=O)c2ccccc2)CC1	-6.0%
Cc1ccc(OCCNC(=O)CCC(=O)N2CCOCC2)cc1	-3.7%
COc1ccc(NS(=O)(=O)c2cc(NC(=O)c3ccc(S(=O)(=O)N(C)C)cc3)ccc2N2CCOCC2)cc1	-11.7%
O=C(NCC(=O)N1CCN(S(=O)(=O)c2ccccc2C(F)(F)F)CC1)c1sc2ccccc2c1Cl	-15.2%
Cc1nc2nc(SCc3ccccc3)nn2c(C)c1C	4.3%
CCCCn1c(SCC(=O)Nc2ccc3c(c2)OCCO3)nnc1C(CC)N(C)C (configuration not stated)	-1.3%
CC(C)Oc1ccc(S(=O)(=O)N2CCCCC2)cc1NC(=O)C1=COCCO1	-0.1%
Cc1ccc(S(=O)(=O)N2CCOCC2)cc1C(=O)N1CCc2ccccc21	?
COc1ccc(NC(=O)CNc2ccccc2N2CCCC2=O)cc1S(=O)(=O)N1CCOCC1	-0.2%
COc1cccc(C(=O)Nc2ccc3c(c2)C(=O)NC3=O)c1	5.6%
COc1cc2sc(-c3ccc(S(C)(=O)=O)cc3)c(C(=O)NCCCCO)c2cc1OC	1.1%
O=C(Nc1ccc(-c2n[nH]c(=S)o2)cc1)c1ccccc1Br	0.8%
O=C(COC(=O)/C=C/c1ccc(Cl)cc1)NC1CCCC1	-3.2%
Cc1noc(C)c1S(=O)(=O)NCc1cccc(Cl)c1	23.0%
COc1ccc(CCNC(=O)CSc2nnc3ccc(-c4ccccn4)nn23)cc1	-4.9%
CC1C(=O)N2CCCc3cc(S(=O)(=O)N4CCCCC4)cc1c32 (configuration not stated)	-8.0%
C[C@H](CO)N1C[C@H](C)[C@@H](CN(C)C(=O)Nc2ccccc2)Oc2ccc(NC(=O)Nc3ccccc3)cc2C1=O	5.5%
COc1cccc(CNC(=O)Cc2ccc(OC)c(S(=O)(=O)N3CCOCC3)c2)c1	1.5%
CC(=O)Nc1ccc(NC(=O)COc2ccc(-c3ccc(C#N)cc3)cc2)cc1	4.9%
CNC(C)C(=O)NC(C(=O)N1CCCC1C(=O)Nc1ccc2ncccc2c1)C(C)C (configuration not stated)	-2.8%
CC(C)CN(CC(C)C)C(=O)COn1nnc2ccc(S(=O)(=O)N3CCOCC3)cc21	-9.2%
CC(=O)c1cccc(OCCCOc2cccc3cccnc23)c1	1.3%
COc1ccc(S(=O)(=O)Nc2cccc(S(=O)(=O)N3CCCCC3)c2)cc1	-7.2%
CN(Cc1ccccc1)C(=O)COC(=O)c1ccccc1SCC(=O)N1CCCC1	-7.0%

Remaining list, next part:
SMILES	L3MBTL1 block
CCCNC(=O)N1CCN(S(=O)(=O)c2ccc3c(c2)OCCO3)CC1	6.8%
COc1ccc(C)cc1CN(C)c1ccc(S(=O)(=O)N2CCN(C)CC2)cn1	-4.6%
Cc1nc(-c2ccc(F)cc2)c(CC(=O)NCC(=O)Nc2ccc(F)c(F)c2)s1	-0.9%
O=C(COC(=O)c1cc(=O)[nH]c2ccccc12)NC(=O)c1ccccc1	3.0%
CC(=O)Nc1cc2nc(C)n(Cc3ccccc3[N+](=O)[O-])c2nc1C	-0.1%
O=C(COC(=O)/C=C/c1cccc(Br)c1)Nc1cccc(S(=O)(=O)NC2=NCCC2)c1	-0.5%
CN(c1ccccc1)S(=O)(=O)c1ccc(Cl)c(C(=O)Nc2ccncc2)c1	-2.4%
Cc1ccccc1NC(=S)NC(=O)/C=C/c1ccco1	?
CCN(C(=O)CN1CCCCC1C)c1c(N)n(Cc2ccccc2)c(=O)[nH]c1=O (configuration not stated)	1.7%
COc1ccc(-c2noc(C3CCCN(C(=O)c4ccc(F)cc4)C3)n2)cc1 (configuration not stated)	5.8%
COc1ccc(OC)c(S(=O)(=O)NCC(c2ccc3c(c2)OCO3)N2CCOCC2)c1 (configuration not stated)	1.1%
COc1ccc(-c2ccc3c(c2)S(=O)(=O)c2cccc(C(=O)NCc4cccc(OC(F)(F)F)c4)c2C3=O)cc1OC	-4.5%
O=C(CNS(=O)(=O)c1ccc(Cl)c(C(F)(F)F)c1)NC1CCCCC1	2.4%
Cc1ccc(OC(C)C(=O)Nc2ccc(Cl)cn2)c([N+](=O)[O-])n1 (configuration not stated)	7.9%
CCN(c1ccccc1)S(=O)(=O)c1ccc(OC)c(NC(=O)c2c(C)noc2C)c1	-0.9%
Cc1ccc(Cl)cc1N1CCN(S(=O)(=O)c2ccc3[nH]c(=O)ccc3c2)CC1	0.0%
CCOc1ccc(S(=O)(=O)NCCC(=O)NCC2COc3ccccc3O2)cc1 (configuration not stated)	-3.0%
CCCn1c(SCC(=O)NC2CCC(C)CC2)n[nH]c1=O (configuration not stated)	-1.6%
CC1Cc2ccccc2N1S(=O)(=O)c1cccc(C(=O)NCC(c2ccco2)N2CCCC2)c1 (configuration not stated)	-6.2%
CCn1c(C)nnc1SCC(=O)Nc1ccccc1Cl	3.3%
CC1CCc2c(sc(NC(=O)C3=COCCO3)c2C(N)=O)C1 (configuration not stated)	19.7%
O=C(COC(=O)c1ccccc1F)NC1CC1	-0.6%
Cc1cccc(CC(=O)NC2CCS(=O)(=O)C2)c1 (configuration not stated)	7.8%
CC1CCC2(CC1)NC(=O)N(CC(=O)N1CCOCC1)C2=O (configuration not stated)	-8.0%
CCCCn1c(N)c(N(CCC(C)C)C(=O)c2ccccc2-n2cnnn2)c(=O)[nH]c1=O	-2.9%

Reprinted at random: 3 entries already listed, in no set order.
SMILES	L3MBTL1 block
CCOc1ccc(S(=O)(=O)NCCC(=O)NCC2COc3ccccc3O2)cc1 (configuration not stated)	-3.0%
Cc1nc(-c2ccc(F)cc2)c(CC(=O)NCC(=O)Nc2ccc(F)c(F)c2)s1	-0.9%
COc1ccc(C)cc1CN(C)c1ccc(S(=O)(=O)N2CCN(C)CC2)cn1	-4.6%

More compounds.
SMILES	L3MBTL1 block
CN(C(=O)CSc1nc2ccccc2o1)C1CCCCC1	3.2%
O=C(CSc1nnc(Cc2ccccc2)c(=O)[nH]1)Nc1ccccc1	5.6%
O=C(C1CCN(S(=O)(=O)c2ccccc2F)CC1)N1CCCC1	-3.1%
Cc1nn(-c2ccccc2)c(Cl)c1C(=O)NNC(=O)c1ccncc1	2.4%
CC(=O)c1ccccc1NC(=O)COC(=O)C1=NN(c2ccccc2)C(=O)CC1	3.7%
CN(C(=O)CSc1ncnc2sccc12)C1CCS(=O)(=O)C1 (configuration not stated)	-4.2%
Cc1c(Cl)cnc(NC(=O)COC(=O)c2ccncc2)c1Cl	?
COc1ccc(OCCOC(=O)CNS(=O)(=O)c2ccc(SC)c([N+](=O)[O-])c2)cc1	1.9%
Cc1cccc(NC(=O)CSc2nc3[nH]c(=O)cc(O)c3s2)c1	-2.0%
COc1ccc(NC(=O)COC(=O)CC2CCCC2)cc1Cl	11.4%
COc1ccc(-c2csc(Nc3ccccn3)n2)cc1OC	-1.6%
O=C1C=C(c2ccc(Oc3ccccc3)cc2)C[C@@H](c2ccc(Cl)cc2)C1	7.5%
CC1CCC2(CC1)NC(=O)N(NC(=O)c1cc3ccccc3o1)C2=O (configuration not stated)	1.9%
CC1CCN(C(=O)c2ccc(NC3=C(Cl)C(=O)N(Cc4ccccc4)C3=O)cc2)CC1	-2.3%
O=C(NCC(c1ccco1)N1CCCCC1)c1cccs1 (configuration not stated)	3.5%
CC(=O)Nc1ccc(NC(=O)CSc2ccc(-c3ccc(-n4ccnc4)cc3)nn2)cc1	11.0%
Cc1cccc(C(=O)OCC(=O)NN2C(=O)NC3(CCCCC3)C2=O)c1	-1.2%
CC(=O)c1ccc(S(=O)(=O)Nc2ccc3c(c2)OCO3)cc1	-0.6%
CC1(NC(=O)Cc2csc(-c3ccc(Cl)cc3)n2)CCS(=O)(=O)C1 (configuration not stated)	-1.1%
Cc1ccc2nc(CCCc3nc4ccc(C)cc4[nH]3)[nH]c2c1	-4.7%
O=S1(=O)N=C(N2CCCC2)c2ccccc21	1.2%
O=C(COC(=O)c1cccc(-n2cnnn2)c1)c1ccc(Br)cc1	-0.1%
Cn1nc(C(=O)Nc2ccc(Cl)c(S(=O)(=O)N3CCOCC3)c2)c2ccccc2c1=O	0.2%
Cc1cc(C)c(NC(=O)CCCn2c(=O)oc3ccccc32)c(C)c1	2.3%
COc1cc(OC)c(OC)cc1CNC(=O)c1cc(S(=O)(=O)N2CCOCC2)ccc1F	-4.8%

Some of these compounds in order of length of the SMILES, high to low.
SMILES	L3MBTL1 block
COc1ccc(OCCOC(=O)CNS(=O)(=O)c2ccc(SC)c([N+](=O)[O-])c2)cc1	1.9%
COc1ccc(S(=O)(=O)Nc2cccc(S(=O)(=O)N3CCCCC3)c2)cc1	-7.2%
COc1ccc(CCNC(=O)CSc2nnc3ccc(-c4ccccn4)nn23)cc1	-4.9%
CCCn1c(SCC(=O)NC2CCC(C)CC2)n[nH]c1=O (configuration not stated)	-1.6%
Cc1nc2nc(SCc3ccccc3)nn2c(C)c1C	4.3%

Next records
SMILES	L3MBTL1 block
Fc1ccc(/C=N/Nc2cc(N3CCOCC3)ncn2)cc1	5.1%
COc1cc(-c2noc(C)c2C#Cc2ccc(N)cc2)cc(OC)c1OC	-5.1%
O=C(C1=CC=CN2CCS(=O)(=O)N=C12)N1CCN(c2cccc(Cl)c2)CC1	3.8%
COc1cccc(NC(=O)c2ccccc2)c1	1.8%
Cc1ccccc1CC1(CO)CCCN(C(=O)Cc2c(F)ccc(F)c2F)C1 (configuration not stated)	-5.8%
O=C(c1ccccc1)N1N=C(C(F)(F)F)CC1(O)c1ccc(F)cc1 (configuration not stated)	0.0%
O=C(CC1SC(N2CCCC2)=NC1=O)Nc1ccc(C(=O)NCCOc2ccccc2F)cc1 (configuration not stated)	-7.8%
C[C@H](CO)N1C[C@H](C)[C@@H](CN(C)C(=O)Nc2ccc3c(c2)OCO3)Oc2ccc(NS(=O)(=O)c3cn(C)cn3)cc2C1=O	7.2%
O=C(COC(=O)/C=C/c1ccc(Br)o1)NC1CCCCC1	?
COc1ccccc1C(=O)NCC(=O)NCC1(N2CCCCC2)CCCCC1	-1.5%
CCOC(=O)/C=C/[C@H]1CCc2cccc(C)c2O1	35.3%[activator]
COc1ccc(C(=O)NCCc2c[nH]c3ccccc23)cc1S(=O)(=O)N1CCCCC1C (configuration not stated)	-0.6%
CC12CCC3c4ccc(O)cc4CCC3C1CC(O)C2O (configuration not stated)	3.4%
O=C(Cc1nnc(NC(=O)c2ccccc2)s1)N/N=C/c1cccc(O)c1	-12.9%
